Screening results: PubChem BioAssay, several laboratories
Runt-SMMHC FRET: blocks binding of human RUNX1 Runt domain to CBFb-SMMHC. AID 1434. Cerulean-Runt/Venus-CBFb-SMMHC FRET ratio 530/480, 1 h. Q01196+Q13951. 220,000 tested, 0.74% active. inhibition, % at 20 µM;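 active means mean inhibition across duplicate retests at 20 µM reaching about 50%, limit read from the data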;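 further: 0% = DMSO wells and 100% = wells with excess untagged CBFb-SMMHC; inhibitors lower the FRET ratio by blocking Runt binding to CBFb-SMMHC; some results filed as inactive read as strong as hits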
hK5 inh: kallikrein 5 (human) inhibition. Q9Y337. recombinant hK5, fluorogenic AMC substrate cleavage. inhibition, % at 5 µM. 210,000 tested, 0.59% active. AID 873;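 active means inhibition of 40% or more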;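 further: 0% = enzyme controls without compound and 100% = no-enzyme blanks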
Target sequence (Q9Y337 67-293 limits assumed): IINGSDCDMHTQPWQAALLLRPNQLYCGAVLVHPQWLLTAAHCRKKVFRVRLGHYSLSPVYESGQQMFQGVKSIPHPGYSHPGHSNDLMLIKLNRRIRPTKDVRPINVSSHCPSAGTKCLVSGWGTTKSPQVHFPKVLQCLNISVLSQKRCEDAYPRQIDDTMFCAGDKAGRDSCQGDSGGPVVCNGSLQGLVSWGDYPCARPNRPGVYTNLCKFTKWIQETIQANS
Wee1 degr inh: blocks degradation of human Wee1 kinase | 220,000 tested, 1.2% active | AID 1321 | reporter increase, % at 5 µM | HeLa Luc-Wee1K328M stability, luciferase luminescence; 100% = proteasome inhibitor MG132 effect;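 active means activation above the mean of all tested compounds plus 3 SD, set per screening run, cut at about 8.8% in these data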;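 further: cells exposed to compound for 20 h before luminescence read; 0% = DMSO alone and 100% = MG132 at 30 µM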
Hck Nef HTS: inhibitors of human Hck kinase activated by Nef. Recombinant Hck-YEEI plus Nef, Z-Lyte FRET kinase assay. inhibition, % at 20 µM. 220,000 tested, 0.68% active;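 active means Hck-Nef kinase inhibition above about 50%, limit read from the data; inactive means inhibition below that limit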;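 further: 0% = DMSO with Hck plus Nef and 100% = Hck alone without Nef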
14-3-3 Bad PPI: disrupts binding of bovine 14-3-3 zeta to phospho-Bad peptide; P63103; TR-FRET 14-3-3zeta/Dy647-pBad peptide displacement, 1 h; inhibition, % at 21.7 µM; 220,000 tested, 0.71% active;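 active means inhibition above about 70%, limit read from the data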;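 further: 0% = full 14-3-3 plus peptide FRET controls and 100% = background without 14-3-3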
Target sequence (P63103 whole entry, looked up): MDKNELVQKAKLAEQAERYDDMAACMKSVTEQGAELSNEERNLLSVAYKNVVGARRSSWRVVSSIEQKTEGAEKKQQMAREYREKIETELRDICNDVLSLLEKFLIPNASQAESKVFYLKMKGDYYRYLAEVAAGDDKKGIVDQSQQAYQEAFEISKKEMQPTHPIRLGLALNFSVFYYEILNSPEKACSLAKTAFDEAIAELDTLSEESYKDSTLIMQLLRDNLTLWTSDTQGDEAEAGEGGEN
Runt-CBFb FRET: Runt domain-CBFb interaction inhibition. Cerulean-Runt/Venus-CBFb FRET ratio 530/480, 1 h. inhibition, % at 20 µM. Q01196+Q13951. 220,000 tested, 0.46% active;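 active means inhibition over about 50% at 20 µM in the single-dose screen, limit read from the data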;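 further: 0% = DMSO wells and 100% = excess unlabeled CBFb competitor control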
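System: Cerulean-labeled Runt domain protein | Quantity: 100 nM of each labeled protein | Schedule: 1 h compound exposure, room temperature | Detection: Fluorescence energy transfer, 422 nm excitation, 530/480 nm emission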
Thrombin inh: inhibitors of human thrombin. alpha-thrombin, Boc-VPR-AMC fluorogenic substrate cleavage. 220,000 tested, 0.26% active. inhibition, % at 5 µM;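 active means inhibition at or above 40%; inactive means inhibition below 40%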;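 further: 0% = enzyme with no compound and 100% = wells without enzyme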
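Test system: human alpha-thrombin protein / Dosing: one concentration per compound, 5 µM, with 0.2% DMSO / Medium: pH 7.5 Tris-saline with Tween 20 / Benchmarks: no-compound enzyme wells and no-enzyme blanks / Read-out basis: percent inhibition of thrombin substrate cleavage / Timing: reaction at room temperature / Measured by: fluorescence, ex 355 nm, em 460 nm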
FXIa inh 1536: blocks human coagulation factor XIa protease activity; P03951; inhibition, % at 5 µM; purified FXIa, Boc-Glu-Ala-Arg-AMC fluorogenic substrate; 220,000 tested, 0.14% active; AID 798;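 active means inhibition of at least 40%; inactive means inhibition below 40%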;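 further: fluorescence of freed AMC excited at 355 nm; 0% = enzyme without compound and 100% = no enzyme blank; many of its hits are not listed in these tables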
FXIIa inh 1536: blocks human coagulation factor XIIa protease activity; P00748; 220,000 tested, 0.3% active; inhibition, % at 5 µM; purified FXIIa, Boc-QGR-AMC fluorogenic substrate, 2 h; in the data active means inhibition above about 40%;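 further: 0% = enzyme with no compound and 100% = blank without enzyme; many of its hits are not listed in these tables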
Target sequence (P00748 20-372 limits assumed): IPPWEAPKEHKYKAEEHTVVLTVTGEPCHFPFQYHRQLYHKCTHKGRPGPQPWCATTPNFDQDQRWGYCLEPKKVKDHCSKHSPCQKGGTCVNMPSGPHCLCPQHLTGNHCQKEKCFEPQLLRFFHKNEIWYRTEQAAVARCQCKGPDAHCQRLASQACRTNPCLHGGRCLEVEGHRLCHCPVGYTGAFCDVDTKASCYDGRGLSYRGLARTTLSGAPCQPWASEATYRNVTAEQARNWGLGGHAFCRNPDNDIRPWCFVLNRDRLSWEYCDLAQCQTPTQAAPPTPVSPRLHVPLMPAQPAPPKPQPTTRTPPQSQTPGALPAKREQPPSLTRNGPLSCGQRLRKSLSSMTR
Target sequence (P00748 373-615 limits assumed): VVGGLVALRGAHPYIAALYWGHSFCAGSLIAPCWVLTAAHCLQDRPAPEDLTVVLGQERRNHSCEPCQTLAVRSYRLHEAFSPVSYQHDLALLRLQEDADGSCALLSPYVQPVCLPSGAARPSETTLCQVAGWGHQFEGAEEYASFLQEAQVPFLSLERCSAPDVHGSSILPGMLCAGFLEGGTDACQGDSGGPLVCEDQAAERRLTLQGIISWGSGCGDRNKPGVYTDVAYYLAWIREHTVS
* hit, by the source's call; . = not tested or not shown; [ ] = dose if it differs, or a comment.

SMILES	Runt-SMMHC FRET	hK5 inh	Wee1 degr inh	Hck Nef HTS	14-3-3 Bad PPI	Runt-CBFb FRET	Thrombin inh	FXIa inh 1536	FXIIa inh 1536
CCOC(=O)[C@H]1O[C@@H]1C(=O)N[C@@H](CC(C)C)C(=O)NCCC(C)C	-1	.	2	.	1	2	.	.	.
CN(Cc1cnn(C)c1)C(=O)c1cc2ccccc2oc1=O	1	-7	-2	0	1	2	2	-4	12
CN1CCN(C(=S)NCCc2ccccc2)CC1	2	-22	0	1	49	4	2	8	5
O=C(C1CCN(c2ncnc3c2sc2cccc(F)c23)CC1)N1CCCC1	2	-4	-1	-4	-5	1	-6	-4	3
O=C(CCCN1C(=O)/C(=C\c2ccco2)SC1=S)Nc1cccc2ccccc12	-29	-4	-3	6	-1	2	-10	5	2
Cc1cc(F)c(F)c(C(=O)N2CCN(C)CC2)c1Cl	1	22	0	0	1	0	6	-19	10
CCCn1c(SCC(=O)Nc2sc(C)c(C)c2C#N)nnc1C(C)C	-8	18	4	-1	-10	-3	17	13	18
NC1=NC2(CCCCC2)N(c2ccc(F)cc2)C(N)=N1	-1	-9	-1	-7	-1[fluorescence artefact?]	-2	2	6	13
COc1ccc(C(=O)C2CCCN(Cc3cn(C)nc3-c3ccccc3)C2)cc1F (centres undefined)	2	1	-3	19	-6	-1	-12	0	11
Cc1cccc(CCNC(=O)C2CCCN(S(=O)(=O)c3cnc[nH]3)C2)c1 (centres undefined)	-2	-3	-2	-1	-7	0	15	-5	2
COc1ccc(-c2csc3ncnc(Nc4ccc(O)cc4)c23)cc1	-8	8	0	13	-2	2	-2	-1	2
C#CCOCCOCCOCCNc1nc(N2CCN(C(=O)Cn3cc(CCCN=C(N)N)nn3)CC2)nc(N2CCN(C(=O)[C@H](C)n3cc(CCCN=C(N)N)nn3)CC2)n1	-7	-5	-2	-9	52	1	23	6	13
CCOC(=O)C1=C(C)NC(=S)N(C(C)=O)C1c1ccc(OC)c(OC)c1 (centres undefined)	0	48*	0	-2	4	-3	21	17	48*
CC1(C)Cc2nc(NC3CCCCC3)c(C#N)cc2CO1	1	-3	-1	21	-21	0	-5	-3	1
NS(=O)(=O)c1ccc(CCNC(=O)CCCCCNc2nc(=S)[nH]c3ccccc23)cc1	2	11	0	-1	4	-1	19	0	2
CCOC(=O)C1C(=O)OC(C)(C)C1C(CC)C(=O)c1ccccc1 (centres undefined)	2	-24	0	2	4	1	-1	-7	-2
Cc1nc2scc(-c3ccccc3)c2c(=O)o1	1	8	-2	-2	1	0	4	20	31
NN=C1c2cc([N+](=O)[O-])ccc2-c2ccc([N+](=O)[O-])cc21	-5	-1	6	29	76*	41	5	-1	3
Cc1scc(-c2n[nH]c(=S)n2Cc2ccccc2)c1C	8	-3	-6	2	0	4	-1	1	0
Oc1ccc(/C=N/Nc2ccccc2)cc1	-1	-2	-3	26	-18	3	-9	4	14
CCOC(=O)Cc1nnc(NC(=O)c2ccccc2OC)s1	0	-21	0	3	-2[fluorescence artefact?]	0	-7	4	11
Cc1cc(=O)[nH]c(N/N=C/c2c(C)nn(-c3ccccc3)c2C)n1	0	-6	0	3	-13	-1	-14	-4	2
Cc1ccccc1-n1c(C)cc(/C=C(\C#N)C(=O)NCC2CCCO2)c1C (centres undefined)	5	-8	4	5	-13	-3	2	12	14
CCOC(=O)c1nn(-c2ccccc2)c(=O)c2c(NC(C)=O)scc12	-10	0	0	15	19	-2	-10	-5	5
COc1ccc(NC(=S)Nc2ccccn2)c(OC)c1	1	-7	2	2	-15[fluorescence artefact?]	7	0	-2	5

(listing goes on)
SMILES	Runt-SMMHC FRET	hK5 inh	Wee1 degr inh	Hck Nef HTS	14-3-3 Bad PPI	Runt-CBFb FRET	Thrombin inh	FXIa inh 1536	FXIIa inh 1536
CCCCOc1ccc(-n2nc(C)cc2C)nn1	0	2	0	2	-5	3	-15	6	3
COc1ccccc1CNc1ccccc1F	1	4	0	22	-12	1	-3	-1	14
COCC(=O)NCCc1nc2ccccc2[nH]1	2	-21	1	-2	5	2	-16	-4	4
Cc1noc(C)c1C(=O)Nc1ccc2c(c1)CCC2	0	-21	2	8	17	0	-15	-7	4
CCc1ccc(S(=O)(=O)Nc2ccc(N3CCN(C)CC3)cc2)cc1	-6	-5	-1	8	-8	3	-9	-2	0
NC1=NC(=Nc2ccc(S(N)(=O)=O)cc2)c2ccccc21	-2	-2	2	9	-1	-1	-2	2	8
O=C(COC(=O)CNC(=O)c1ccccc1)Nc1ccc(S(=O)(=O)N2CCCC2)cc1	1	-8	-3	22	3	1	-6	4	3
O=C(NCc1cc(C(F)(F)F)cc(C(F)(F)F)c1)C1CC(c2ccccc2[N+](=O)[O-])=NO1 (centres undefined)	-2	13	-1	0	-4	-8	2	6	15
COc1ccc(/C=N/NC(=O)CNC(=O)c2ccc(S(=O)(=O)N3CCOCC3)cc2)cc1OC	-5	-13	-1	-2	-3[fluorescence artefact?]	0	-9	-1	-2
CCOC(=O)N1CCN(c2c(NCCN3CCCCC3CC)c(=O)c2=O)CC1 (centres undefined)	1	37	2	-1	41	2	6	2	10
CCOC(=O)N1CCC(N2CCN(CCC(C)C)C(CCO)C2)CC1 (centres undefined)	0	.	-3	4	-13	-1	-9	-1	6
CCC(C)NC(=O)CC(C)C (centres undefined)	0	3	-2	17	-1	2	-3	-4	4
CCOC(=O)Cc1csc(NC(=O)CC(C)(C)C)n1	-8	1	1	-1	-19	1	-18	2	-1
Cc1nnc(SCc2cccc(CSc3nnc(C)s3)c2)s1	3	-6	-2	-2	-2	-2	2	5	11
CC(C)N1CCN(Cc2ccsc2)CC1CCO (centres undefined)	-3	0	0	12	-10	0	2	-5	9
CC1CCCCN1S(=O)(=O)c1ccc2c(c1)oc(=O)n2CC(=O)O (centres undefined)	3	-1	-2	-1	13[fluorescence artefact?]	-1	-4	20	20
COc1ccc(C(=S)NC2CCCCC2)cc1	8	-22	0	1	1[fluorescence artefact?]	32	-7	0	7
COc1ccc(CN(C)CC(=O)NC2CCCc3ccccc32)cc1OC (centres undefined)	-1	-1	1	26	-10	-2	2	-2	3
C/C(CC(=O)Nc1ccccn1)=N\NC(=O)C(=O)Nc1cccc(Cl)c1C	-2	-33	-2	0	-6	-2	-7	-13	-3
Cn1c(=O)c2cc(S(=O)(=O)NCCC(=O)Nc3ccccc3F)ccc2n(C)c1=O	1	-9	-1	0	-3	0	-5	-9	8
CC(C)CSc1nsc(N)n1	1	0	1	-24	-5	1	3	-1	11
Cc1cc(-n2cc(Br)c(=O)[nH]c2=O)nc(-c2ccccc2)n1	-3	0	0	23	7	0	-1	0	7
CN(C(=O)COC(=O)c1ccc([N+](=O)[O-])cc1N)c1ccccc1	-17	7	1	20	-13	-7	-1	-10	11
C=CCN1C(=O)/C(=C/c2ccc(O)c(OC)c2)S/C1=N/c1nccs1	-255	-20	3	-3	-15	-323	-4	0	3
Cc1occc1-c1nnc(SCC(=O)Nc2ccccc2)n1C	1	7	6	21	-7	2	-4	1	13

Two records picked at random from the list so far, as already listed:
SMILES	Runt-SMMHC FRET	hK5 inh	Wee1 degr inh	Hck Nef HTS	14-3-3 Bad PPI	Runt-CBFb FRET	Thrombin inh	FXIa inh 1536	FXIIa inh 1536
CCOC(=O)Cc1csc(NC(=O)CC(C)(C)C)n1	-8	1	1	-1	-19	1	-18	2	-1
C=CCN1C(=O)/C(=C/c2ccc(O)c(OC)c2)S/C1=N/c1nccs1	-255	-20	3	-3	-15	-323	-4	0	3

New compounds follow.
SMILES	Runt-SMMHC FRET	hK5 inh	Wee1 degr inh	Hck Nef HTS	14-3-3 Bad PPI	Runt-CBFb FRET	Thrombin inh	FXIa inh 1536	FXIIa inh 1536
Cc1cc2nc(-c3cccc(NC(=O)c4ccc(Br)o4)c3)oc2cc1C	1	-24	-1	0	9	-2	1	4	8
COC(=O)c1sc(N2C(=O)c3oc4ccccc4c(=O)c3C2c2cccc(O)c2)nc1C (centres undefined)	-3	4	1	39	59	-3	2	3	13
Cc1cc([N+](=O)[O-])nn1Cc1ccc(C(=O)N/N=C/c2ccc(O)cc2O)cc1	-1	-22	3	0	-6	2	-5	10	6
O=C(O)CCNc1nc(C(F)(F)F)nc2ccccc12	2	-6	-1	-4	-1	0	-2	-4	-2
O=C(NCc1ccco1)C1CC(=O)N(c2ccc(O)cc2)C1 (centres undefined)	0	-10	-1	-4	8	-1	-5	-6	11
COCCn1c(SCC#N)nnc1-c1ccc2c(c1)OCO2	3	-14	-1	0	1	-1	0	-4	11
CCC(C)c1ccc(O)c(NC(=O)c2ncn[nH]2)c1 (centres undefined)	1	-16	-2	6	4	1	-2	1	6
O=C(c1cc([N+](=O)[O-])ccc1N1CCCC1)N1CCCCC1	-9	38	4	-21	2	-4	15	34	.
O=C(CSc1nnc(-c2cccnc2)n1-c1ccccc1)Nc1ccccn1	1	3	-2	2	1	2	-6	-5	8
Cc1cccc(C)c1OCC(O)Cn1nnc2ccccc21 (centres undefined)	-2	-23	0	-1	-5	.	-1	-7	6
COC(=O)[C@H](C)NC(=O)/C=C/c1ccc(OC)cc1	-1	-8	-2	2	-1	2	-12	-1	12
O=S(=O)(Nc1nc2ccccc2nc1N1CCN(c2ccccc2)CC1)c1ccc(F)cc1	28	-3	-3	-1	1[fluorescence artefact?]	5	-1	-2	8
COc1ccc(N2CCN(C(CNC(=O)C(=O)NCc3cccs3)c3ccco3)CC2)cc1 (centres undefined)	1	-10	2	24	2	0	-8	0	2
COC(=O)c1ccc(C(=O)OC)c(N)c1	110*	-19	-4	86*	-2	68*	-4	-7	-7
CCCCCCCn1ccc(O)c(CC(=O)OC)c1=O	0	0	2	15	-14	0	0	0	4
Cc1ccccc1SCc1noc(C(=O)NCC2CCCO2)c1C(=O)O (centres undefined)	0	-20	0	1	34[fluorescence artefact?]	-1	-7	-3	5
O=C(Nc1ccc(Cl)cc1)Nc1cccc2nsnc12	-76	-2	2	20	-1	-31	-2	-1	7
Cc1n[nH]c(=O)nc1N1CCc2ccccc2C1	1	-16	1	9	14	-1	-6	-2	4
CN(C)CC(=O)c1ccc(-c2ccccc2)cc1	-9	-6	-3	0	-15	-2	-3	0	13
N#Cc1ccc(C(=O)N/N=C/c2cn(CC(=O)O)c3ccccc23)c(F)c1	8	-15	-1	0	23[fluorescence artefact?]	1	-1	1	7
COc1ccccc1S(=O)Cc1ccc(C(=O)NCc2ccccc2Cl)o1 (centres undefined)	2	-19	2	-1	2	-3	-7	2	13
COc1ccc(N(CC(=O)Nc2c(C)cccc2C)S(=O)(=O)c2ccccc2[N+](=O)[O-])c(OC)c1	.	-3	0	13	-11	.	-3	-5	3
CS(=O)(=O)Nc1ccc(C2=NN(S(C)(=O)=O)C(c3cccs3)C2)cc1 (centres undefined)	-5	-8	0	8	16	-1	5	-2	9
O=C(c1cccs1)N(Cc1cc2ccccc2[nH]c1=O)c1ccccc1	8	-3	-2	10	10	-4	0	9	14
CCOc1ccc(NC(=S)NNC(=O)c2ccc(Br)cc2)cc1	3	-17	-3	33	-18	1	-8	3	2
c1cc2nnnn2nc1N1CCCCCC1	-4	-9	-2	6	-5	1	-4	-5	2
